# Source: PubChem
# GLA spleen mod – inhibitors or activators of human alpha-galactosidase in spleen homogenate; P06280; human spleen homogenate, 4MU-alpha-Gal fluorescence, 40 min; Potency, µM (doses to about 80 µM), inactives show at the highest dose activity change, negative = inhibition, actives largely listed as inhibitors; 0.008% of 240,000 active; AID 2107;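 note: 0% = enzyme with vehicle and -100% = no enzyme basal signal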
# Target sequence (P06280 32-429 limits assumed): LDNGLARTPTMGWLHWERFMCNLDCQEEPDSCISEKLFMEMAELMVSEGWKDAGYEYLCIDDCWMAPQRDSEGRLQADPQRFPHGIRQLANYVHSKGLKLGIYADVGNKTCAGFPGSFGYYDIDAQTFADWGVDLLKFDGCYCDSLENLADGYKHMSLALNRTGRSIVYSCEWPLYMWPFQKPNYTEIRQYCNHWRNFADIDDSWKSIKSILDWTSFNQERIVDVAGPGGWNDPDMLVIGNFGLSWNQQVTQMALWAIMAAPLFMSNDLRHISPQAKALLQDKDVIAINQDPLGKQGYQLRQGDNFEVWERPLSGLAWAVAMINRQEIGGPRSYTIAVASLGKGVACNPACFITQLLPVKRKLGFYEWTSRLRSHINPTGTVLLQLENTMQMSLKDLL
#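 Spleen homogenate 1 ug + cpd (titration) + 4-MU-alpha-D-galactopyranoside 1 mM; 37C 40 min; 50 mM citrate/phosphate pH 5.0, 0.01% Tween-20; stop pH 10; fluorescence 365/440; AC50 via Hill.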
# GAA glycogen mod – alters human alpha-glucosidase cleavage of glycogen; recombinant GAA, glycogen substrate, Amplex Red glucose oxidase fluorescence; 0.38% of 300,000 active; P10253; Potency, µM (series often up to 76.4 µM), for the others: top-dose activity change, negative = inhibition, most hits filed as inhibitors;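 note: 0% = full enzyme reaction and -100% = no-enzyme basal signal; the screen sought inhibitors and activators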
#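 Natural-substrate format: glycogen cleavage by 4 nM human enzyme, glucose read by Amplex Red coupling (Ex 573, Em 610 nm). Normalized to enzyme and no-enzyme controls.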
# GAA spleen mod – inhibitors or activators of human alpha-glucosidase in spleen homogenate. Potency, µM (titrated, usually from 79.9 µM), for inactives: at the top dose activity change, negative = inhibition, most hits filed as inhibitors. P10253. 0.006% of 240,000 active. human spleen homogenate, 4-MU-alpha-glucoside fluorescence;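 note: 0% = enzyme with vehicle and -100% = no enzyme basal signal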
#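 Human spleen homogenate (1 ug) with 4-methylumbelliferyl-alpha-D-glucopyranoside (1 mM final) in 50 mM citrate/phosphate pH 5.0, 0.01% Tween-20; 40 min at 37 C. Stopped at pH 10; 4-MU fluorescence Ex 365/Em 440 nm; AC50 by Hill fit.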
# RGS12 GoLoco inh – RGS12 GoLoco-Gai1 interaction inhibition. Gai1:RGS12 GoLoco peptide FP, rhodamine, 10 min. P63096. Potency, µM (titrated, usually from 61.6 µM), inactives show at the highest dose activity, negative = inhibition, hits mostly inhibitors. 0.44% of 230,000 active; active = well fitted inhibition curve with a large enough effect, not every such curve was filed as active; inactive = no such curve, though single readings can be large or run the other way; note: % is set by controls: 0 for no effect and ±100 for the full control effect; nearly all actives have a fitted effect of over 30% in size; many of its hits are not listed in these tables
# Target sequence (P63096 whole entry, looked up): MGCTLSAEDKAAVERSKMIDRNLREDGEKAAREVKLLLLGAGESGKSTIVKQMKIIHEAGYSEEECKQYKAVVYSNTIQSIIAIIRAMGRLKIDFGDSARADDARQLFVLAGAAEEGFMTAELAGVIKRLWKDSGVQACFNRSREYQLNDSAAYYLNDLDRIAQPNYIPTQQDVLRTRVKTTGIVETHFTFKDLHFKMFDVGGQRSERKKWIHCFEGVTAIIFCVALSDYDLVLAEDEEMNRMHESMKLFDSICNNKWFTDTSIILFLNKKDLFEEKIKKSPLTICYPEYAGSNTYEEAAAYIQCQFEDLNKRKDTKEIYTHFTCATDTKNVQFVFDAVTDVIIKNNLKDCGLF
# SMN2 splice enh – increases expression of the SMN2 splice variant; HEK293 SMN2-luciferase splicing reporter, luminescence, 30-36 h; Potency, µM (doses to about 46.1 µM), for the others: at the highest dose activity change, positive = activation, usual class: activators; 2.8% of 210,000 active; AID 1458; note: % of control where 0% means no effect; nearly all actives have a fitted effect of over 55% in size
#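 HEK293 cells carry an SMN2 minigene-luciferase reporter in which exon 7 inclusion puts luciferase in frame. Cells were seeded at 2000 cells/well, attached for 10-12 hours, then exposed to compounds for 30-36 hours at 37C before ONE-Glo luminescence.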
# KDM4E inh – JMJD2E (human) inhibition | B2RXH2 | JMJD2E catalytic domain, FDH-coupled NADH fluorescence (FDH is formaldehyde dehydrogenase) | 1.6% of 230,000 active | Potency, µM (top dose mostly 57.1 µM), inactives show at the top dose activity change, negative = inhibition, usual class: inhibitors | AID 2147; active = well fitted inhibition curve with a large enough effect, not every such curve was filed as active; inconclusive = small, poorly fitted or top-dose-only effect, or another doubt; inactive = no such curve, though single readings can be large or run the other way;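 note: 0% = wells with enzyme and -100% = buffer wells without enzyme; nearly all actives have a fitted effect of over 50% in size; many of its hits are not listed in these tables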
# Target sequence (B2RXH2 1-337 limits assumed): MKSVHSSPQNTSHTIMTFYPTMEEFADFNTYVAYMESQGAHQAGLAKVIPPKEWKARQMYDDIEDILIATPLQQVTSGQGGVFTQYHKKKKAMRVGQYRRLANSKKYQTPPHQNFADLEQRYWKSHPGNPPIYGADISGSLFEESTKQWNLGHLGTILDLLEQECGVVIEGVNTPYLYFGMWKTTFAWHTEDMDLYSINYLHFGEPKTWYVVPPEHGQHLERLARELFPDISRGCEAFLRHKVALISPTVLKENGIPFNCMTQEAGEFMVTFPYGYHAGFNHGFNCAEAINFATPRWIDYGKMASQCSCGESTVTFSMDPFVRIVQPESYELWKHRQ
# ALDH1A1 inh – inhibitors of human aldehyde dehydrogenase 1A1 | Potency, µM (series often up to 75.3 µM), without a hit: top-dose activity, negative = inhibition, most hits filed as inhibitors | P00352 | 7.3% of 220,000 active | Purified ALDH1A1, NADH fluorescence, propionaldehyde substrate | AID 1030; active = well fitted inhibition curve with a large enough effect, not every such curve was filed as active; inconclusive = small, poorly fitted or top-dose-only effect, or another doubt; inactive = no such curve, though single readings can be large or run the other way;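 note: plate controls were no enzyme wells and a reference inhibitor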
# GAA inhib – inhibitors of human lysosomal alpha-glucosidase; purified human GAA, 4-MU-alpha-glucoside fluorescence; Potency, µM (highest dose often 76.9 µM), without a hit: at the top dose activity change, negative = inhibition, most hits filed as inhibitors; 0.005% of 200,000 active; AID 1466;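 note: plate controls were uninhibited enzyme wells for no effect and no-enzyme background for full effect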
#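 qHTS format, compound range up to 77 uM. Human lysosomal enzyme at 4 nM, 400 uM 4-MU glucoside substrate, pH 5.0, 20 min room temperature; fluorescence after alkaline stop gives activity normalized to controls.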
# Numbers without * were called inactive; ? = inconclusive; nt = not tested or not shown; & = joins results of further samples; [ ] = remark or other dose. Unless noted, calls come from the whole dose curve; as a rule, active = well fitted curve in the direction sought with a large enough effect; inconclusive = small, poorly fitted or top-dose-only effect, or another doubt; inactive = no such curve, though single readings can be large; an effect the other way counts as inactive or inconclusive. Potency is the fitted concentration of half-maximal effect. A portion of the library; count on the stated rates, not on these rows.
SMILES,GLA spleen mod,GAA glycogen mod,GAA spleen mod,RGS12 GoLoco inh,SMN2 splice enh,KDM4E inh,ALDH1A1 inh,GAA inhib
CC(C)C[C@@H](CC(=O)N[C@H](CC(=O)N[C@@H]1CCCC[C@H]1C(=O)N[C@H](CC(=O)N[C@@H](CCC(=O)O)CC(=O)O)CC(C)C)C(C)C)NC(=O)[C@@H]1CNCC[C@H]1N,-4%,nt,5%,-3%,9%,-18%,?,nt
O=C(CNCCc1ccc(Cl)cc1Cl)NCc1ccco1,7%,5%,-4%,3%,0%,10%,-8%,-1%
Cc1ccc2cc(C)c3nnc(SCC(=O)N4CCCc5ccccc54)n3c2c1C,-4%,2%,-6%,-13%,?,4%,?,6%
O=S(=O)(Cc1ccccc1)NCc1ccccn1,-3%,4%,-3%,13%,6%,-3%,8%,-1%
COc1cccc(NC(=O)C2(S(=O)(=O)c3ccc(Cl)cc3)CC2)c1,6%,-10%,-2%,-3%,nt,-7%,nt,nt
O=C(NN1C(=O)C2C3C=CC(C4CC34)C2C1=O)c1ccc(Cl)cc1 (configuration not stated),6%,-3%,-3%,-3%,-37%[inhibitor],-7%,?,-1%
Cc1cc(/C=N/NC(=O)c2cccs2)c(C)n1-c1cnccn1,2%,14%,9%,4%,nt,-21%,0%,nt
O=C(Nc1ccc2c(c1)OCCO2)C1CCN(c2nnnn2-c2ccccc2)CC1,2%,5%,-7%,-4%,25%,0%,3.5µM*,?
COc1ccc(Oc2ncc3nc(CCc4ccccc4)c(=O)n(CCC#N)c3n2)cc1,2%,nt,2%,4%,-21%,nt,?,nt
O=C(Cn1cc(C(=S)N2CCOCC2)c2ccccc21)N1CCOCC1,-15%,-5%,-4%,5%,18%,3%,2%,-9%
C/C(=C/c1ccccc1)C(=O)N1CC(C)OC(C)C1 (configuration not stated),7%,14%,5%,-4%,13%,12%,-8%,3%
S=C(Nc1ccccc1Cl)N(CCCN1CCOCC1)Cc1ccccn1,-10%,4%,1%,-5%,2%,-9%,-4%,7%
C[C@@H]1Cc2c(O)c(O)cc(O)c2C(=O)O1,-9%,-24%,-10%,-22%,nt,2µM*,nt,nt
COc1ccccc1C(=O)NCC(=O)N/N=C/c1ccc([N+](=O)[O-])cc1,-1%,-1%,5%,6%,-14%,0%,10%,2%
CCOC(=O)C1=C(c2ccccc2)NC(=O)NC1c1cc(Br)c(O)c(OC)c1 (configuration not stated),2%,?,-2%,-7%,-3%,16%,22µM*,-8%
CC(=O)c1c(C)[n+]([O-])c2ccc3c(non3O)c12,1%,8%,3%,6%,0%,6%,0%,-4%
N#Cc1ccc(/C=C\c2nccc3c2[nH]c2ccccc23)cc1,?,5%,-2%,-9%,-13%,?,?,?
C=CCCCCc1nc2ccccc2c(=O)n1N,-6%,-3%,-3%,1%,-7%,7%,13%,2%
COc1cc(NC(=O)c2cccs2)c(C(=O)OCC(=O)c2cc(C)n(-c3ccc(F)cc3)c2C)cc1OC,-4%,7%,1%,4%,-9%,?,?,10%
CCOc1ccc(NC(=O)[C@@H](NC(=O)OCc2ccccc2)[C@@H](C)CC)cc1,-18%,6%,-28%,11%,5%,-1%,12%,-1%
COc1ccc(NC(C)=O)cc1NC(=O)CCn1c(=O)sc2ccccc21,-4%,-9%,-4%,-5%,4%,12%,-3%,-11%
C=CCc1cc(Cl)ccc1OCCOCCNCCOC,7%,6%,7%,-8%,1%,?,?,-2%
Cn1c(=O)c2c(nc(N3CCOCC3)n2CCCNC2=NCCC2)n(C)c1=O,0%,3%,-1%,nt,nt,-4%,11%,3%
CN1CCN(C(=O)CSc2nc(-c3ccncc3)ccc2C#N)CC1,4%,11%,3%,5%,2%,?,1%,-8%
Cc1ccc2nc(NC(=O)C3CCN(S(=O)(=O)c4cccc5nsnc45)CC3)sc2c1,-4%,7%,-2%,-2%,-95%[inhibitor],-1%,-5%,?
COCCn1c(C(C)C)nc2oc3ccccc3c(=O)c2c1=O,-16%,17%,1%,1%,6%,6%,-5%,-6%
CCOC(=O)c1sc2nc(CSc3ccccc3)nc(NCCN(C)C)c2c1C,10%,4%,0%,21%,-23%,-1%,-8%,1%
N#Cc1nc(Cc2ccccc2)oc1NCCc1ccccc1,5%,-15%,-3%,9%,?,0%,?,-7%
Cc1ccc(C=Nc2ccccc2C(N)=O)cc1,-1%,24%,0%,-15%,6%,?,?,?
CN(c1ccccc1)S(=O)(=O)c1ccc(C(=O)Nc2nnc(-c3ccc(F)cc3)o2)cc1,-1%,2%,-6%,-3%,-42%[inhibitor],3%,-1%,-4%
Cc1ccc(S(=O)(=O)NCCC(=O)Nc2cccc(Cl)c2)cc1,-21%,9%,-21%,-10%,-11%[1.84 µM],-2%,0%,-8%
O=C(Cc1c(O)c2ccccc2[nH]c1=O)NC1CCCCCC1,-4%,-5%,-2%,32%[activator],-10%,?,?,?
Cc1c(-c2ccnc3cc(C(=O)O)nn23)cnn1C,15%,-5%,3%,6%,-2%,?,?,?
CC1CCCCN1C(=O)c1cc(-c2ccc(Cl)c(Cl)c2)on1 (configuration not stated),1%,-6%,-4%,3%,?,3%,?,-2%
CC(=O)Nc1ccc(S(=O)(=O)Nc2ccc([N+](=O)[O-])cc2)cc1,13%,nt,12%,5%,-23%,?,?,nt
CCOc1nonc1C(=N)/C(C(C)=O)=C(\C)O,-4%,7%,1%,7%,-4%,8%,9%,-9%
COc1ccc(-n2cc(-c3ccccc3)c3c(N4CCOCC4)ncnc32)cc1,3%,-7%,2%,-3%,-29%,?,?,-3%
COc1cc(C2C(C#N)=C(N)OC3=C2C(=O)CC(C)(C)C3)c([N+](=O)[O-])cc1OC (configuration not stated),-2%,-14%,-5%,-1%,-8%,0%,2%,-6%
CCN(CC)c1ccc(/C=C(\C#N)C(N)=O)cc1,-1%,-13%,-1%,11%,17%,-4%,32µM*,6%
CCSc1nnc(NC(=O)CSc2nc3c(c(=O)n2-c2ccccc2)SCC3)s1,-4%,0%,-1%,15%,-4%,4%,?,0%
CCCCc1ccc(C2C(C#N)=C(N)SC(N)=C2C#N)s1,6%,-12%,-5%,199%[activator],-15%,-29%,?,-5%
Cc1ccc(N2CCN(C(=O)CNS(=O)(=O)c3ccc(Br)s3)CC2C)cc1 (configuration not stated),-5%,-2%,-4%,2%,-27%,1%,0%,-13%
CC1(C)Cc2ccccc2-c2nnc(-c3ccccc3)n21,-4%,5%,0%,-2%,-15%,-3%,-1%,-18%
O=C(Oc1ccccc1C(=O)N1CCOCC1)c1ccc(Br)cc1,5%,3%,-1%,0%,-20%,-1%,6%,?
COc1ccc(OC)c2[nH]c(=O)c(CCNC(=O)c3ccc(S(=O)(=O)N(C)C)cc3)cc12,4%,-6%,-10%,-2%,7%,-4%,?,6%
c1ccc(-n2c(Cc3cn4ccsc4n3)nnc2N2CCOCC2)cc1,-9%,15%,-5%,4%,4%,8%,2%,-1%
O=c1c2cnn(-c3ccccc3)c2nc(-c2ccco2)n1-c1ccccc1,3%,-8%,0%,63%[activator],nt,1%,?,-4%
Brc1ccc(-c2cn3nc4c(nc3n2)CCCC4)cc1,-6%,0%,-5%,9%,4µM*,?,?,4%
O=C(COc1ncnc2sccc12)N1CCN(c2ccccc2)CC1,4%,1%,0%,9%,nt,6%,nt,nt
C=COCCn1c(-c2nonc2N)nc2ccccc21,3%,-9%,0%,13%,-8%,0%,0%,-10%

# More entries follow:
SMILES,GLA spleen mod,GAA glycogen mod,GAA spleen mod,RGS12 GoLoco inh,SMN2 splice enh,KDM4E inh,ALDH1A1 inh,GAA inhib
CN1C(=O)CSC1=NCC12CC3CC(CC(C3)C1)C2,1%,5%,1%,-6%,-2%,0%,-6%,2%
COc1ccccc1/C=C/C1(C(=O)NC2CCCC2)CC(=O)N1c1ccc(F)cc1 (configuration not stated),5%,1%,-3%,0%,-32%[inhibitor],-8%,32µM*,-4%
COc1ccccc1CN1C(=S)SC(C)(C)C1NO (configuration not stated),-2%,?,-7%,1%,-9%,8%,4%,?
N#Cc1nc(COc2ccc(Cl)cc2)oc1N1CCCC1,-2%,-3%,-2%,12%,-14%,12%,-4%,-1%
C/C(=N\O)C(=O)NCc1ccncc1,6%,2%,-2%,6%,-6%,3%,14%,3%
Cc1ccccc1COc1ccc(/C=C(\C#N)C(N)=O)cc1,-6%,22%,-2%,6%,11%,?,9%,0%
Cc1cccc(NC(=O)/C(=C\c2ccco2)NC(=O)c2ccccc2)c1,-1%,0%,-5%,42%[activator],21%,-19%,?,4%
CN(CCCNC(=O)c1cc2c(Cl)nc3ccccc3c2s1)Cc1ccccc1,-12%,10%,-8%,5%,-57%&-21%[inhibitor],-28%,28µM*,-18%
Nc1nc(Cl)cc(N2CCCC2)n1,4%,6%,4%,8%,nt,2%,-13%,-4%
CCCn1c(SCC(=O)N2CCCCC2)nnc1-c1ccco1,-11%,1%,-4%,6%,-1%,1%,?,-3%

# The final 3 records of the section above open the next one:
SMILES,GLA spleen mod,GAA glycogen mod,GAA spleen mod,RGS12 GoLoco inh,SMN2 splice enh,KDM4E inh,ALDH1A1 inh,GAA inhib
CN(CCCNC(=O)c1cc2c(Cl)nc3ccccc3c2s1)Cc1ccccc1,-12%,10%,-8%,5%,-57%&-21%[inhibitor],-28%,28µM*,-18%
Nc1nc(Cl)cc(N2CCCC2)n1,4%,6%,4%,8%,nt,2%,-13%,-4%
CCCn1c(SCC(=O)N2CCCCC2)nnc1-c1ccco1,-11%,1%,-4%,6%,-1%,1%,?,-3%
COC(=O)[C@H]1O[C@@H](c2cc(OC)c(C)c(OC)c2OCc2ccccc2)[C@H](C)[C@H]2O[C@@]12C,9%&-3%,nt,-3%&-10%,3%&-2%,4%&19%,5%&16%,-3%&5%,nt
CCOC(=O)c1ccc(S(=O)(=O)N(CCO)Cc2cc3cc(OC)c(OC)cc3[nH]c2=O)cc1,4%,2%,2%,0%,nt,?,nt,nt
Cn1c(Sc2ccc(Br)cc2)c(C=O)c2ccccc21,1%,11%,-1%,-2%,-43%[inhibitor],-7%,1%,-3%
CCC(=O)NC(c1ccc(OC)cc1)c1cc(Cl)c2cccnc2c1O (configuration not stated),-1%,-12%,-5%,8%,nt,-2%,4%,-4%
